Rin1-Abl PPI inh – inhibitors of human Rin1-Abl protein interaction; TR-FRET Rin1/Abl binding, biochemical; inhibition, % at 7.35 µM; P00519+Q13671; 360,000 compounds, 0.4% hits; in the data active means inhibition above about 5%, passing the limit was not always enough
MsrA inh – bovine MsrA inhibition; purified bovine MsrA, absorbance read-out; inhibition, % at 15.5 µM; 360,000 compounds, 0.75% hits; AID 651718; in the data active means inhibition above about 4.5%;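 further: 0% = vehicle wells with enzyme and 100% = reference inhibitor wells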
FAS-TE inh – FAS thioesterase (human) inhibition | recombinant FAS-TE, OMFH fluorogenic substrate, fluorescence endpoint | inhibition, % at 15 µM | 360,000 compounds, 0.67% hits;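 active means compounds whose normalised, plate-corrected inhibition of enzyme fluorescence in the single-dose primary screen is 50% or more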;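 further: 0% = DMSO with enzyme and 100% = substrate without enzyme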
E coli Lon inh – inhibitors of E. coli Lon protease | purified E. coli Lon protease, fluorescence polarization | inhibition, % at 7.94 µM | 360,000 compounds, 0.42% hits | AID 602123; in the data active means inhibition above about 13%, passing the limit was not always enough;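 further: 0% = enzyme with probe and DMSO and 100% = no enzyme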
Target sequence (P0A9M0 whole entry, looked up): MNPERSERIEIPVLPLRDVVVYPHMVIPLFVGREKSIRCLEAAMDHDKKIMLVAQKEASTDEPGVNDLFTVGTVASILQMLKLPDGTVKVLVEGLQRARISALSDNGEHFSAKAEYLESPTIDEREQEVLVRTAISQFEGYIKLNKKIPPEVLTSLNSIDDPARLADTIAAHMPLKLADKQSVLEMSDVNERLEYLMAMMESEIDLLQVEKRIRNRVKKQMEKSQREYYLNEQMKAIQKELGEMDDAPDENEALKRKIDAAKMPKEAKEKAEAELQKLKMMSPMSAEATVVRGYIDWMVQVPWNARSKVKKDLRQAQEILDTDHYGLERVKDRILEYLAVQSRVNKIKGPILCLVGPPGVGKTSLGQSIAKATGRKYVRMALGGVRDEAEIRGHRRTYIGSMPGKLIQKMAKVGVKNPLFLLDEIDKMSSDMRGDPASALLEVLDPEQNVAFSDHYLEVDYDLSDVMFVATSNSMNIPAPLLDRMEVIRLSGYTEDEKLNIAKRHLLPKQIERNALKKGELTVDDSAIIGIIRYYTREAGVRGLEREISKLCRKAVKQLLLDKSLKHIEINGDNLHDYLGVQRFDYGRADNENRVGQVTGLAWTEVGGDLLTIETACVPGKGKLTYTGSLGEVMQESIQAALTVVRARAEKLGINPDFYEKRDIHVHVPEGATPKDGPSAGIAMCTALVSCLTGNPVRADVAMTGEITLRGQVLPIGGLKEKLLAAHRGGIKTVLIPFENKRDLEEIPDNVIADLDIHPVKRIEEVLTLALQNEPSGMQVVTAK
MLLE-PAM2 inh – inhibitors of microRNA-mediated deadenylation, human PABP1 MLLE binding. P11940. GST-MLLE / FITC-PAM2 fluorescence polarization. inhibition, % at 20 µM. 360,000 compounds, 0.36% hits; in the data active means inhibition above about 35%, passing the limit was not always enough;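 further: plate controls were DMSO wells with GST-MLLE for no effect and wells lacking GST-MLLE protein for full effect; some results filed as inactive read as strong as hits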
bovine MsrA act – bovine methionine sulfoxide reductase A activation | purified bovine MsrA, absorbance read-out | activation, % at 10.6 µM | 360,000 compounds, 0.3% hits; in the data active means activation above about 7.5%;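 further: 0% = vehicle and 100% = reference activator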
MT1-MMP act inh – blocks activation of human MT1-MMP; HT1080 RFP-PRO-GFP cells, GFP/RFP ratio fluorescence, overnight; percent of plate control window, DMSO zero; GFP/RFP ratio change, % at 20 µM; 360,000 compounds, 0.061% hits;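 active means GFP/RFP ratio change of at least 30% with cell ATP level not reduced by more than half and red fluorescence within 50% of control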; further: strong numbers were not always called active
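Material – HT1080 RFP-PRO-GFP cells · Control set – DMSO wells and RFP-L50D-GFP cells · Incubation – overnight cell settling, then overnight compound exposure, 37 °C, 5% CO2 · Compound dosing – single-point 20 µM compound, 1% DMSO · Read-out – GFP/RFP fluorescence ratio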
Rpn11 inh – blocks the human proteasome subunit Rpn11 | calls only at 20 µM | O00487 | 360,000 compounds, 0.59% hits | human 26S proteasome, Ub4-pepOG fluorescence polarization; 20S core pre-blocked with epoxomicin | AID 588493;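 active means inhibition at 20 µM, scaled to each plate's controls, above about 33%, limit read from the data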
Target sequence (O00487 whole entry, looked up): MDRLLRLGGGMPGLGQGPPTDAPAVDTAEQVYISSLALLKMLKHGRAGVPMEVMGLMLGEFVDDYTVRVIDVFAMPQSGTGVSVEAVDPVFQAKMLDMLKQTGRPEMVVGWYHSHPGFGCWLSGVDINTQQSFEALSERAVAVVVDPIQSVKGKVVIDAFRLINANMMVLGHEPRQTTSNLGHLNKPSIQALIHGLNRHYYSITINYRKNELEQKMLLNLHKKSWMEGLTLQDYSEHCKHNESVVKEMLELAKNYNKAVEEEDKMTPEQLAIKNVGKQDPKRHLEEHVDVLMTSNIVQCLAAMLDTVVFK
CSN deneddyl inh – CSN deneddylation inhibition; AID 651999; 360,000 compounds, 0.38% hits; Q92905; inhibition, % at 12.5 µM; Purified CSN, SCF-Nedd8-OG deneddylation, fluorescence polarization;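 active means pattern-corrected inhibition above about 35%, with an unprinted fluorescence ratio check between 0.5 and 1.5, limit read from the data, passing the limit was not always enough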;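 further: 0% = enzyme with substrate and 100% = substrate without enzyme; some results filed as inactive read as strong as hits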
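Assay system: purified human Csn5 enzyme expressed in HEK293T cells; measure: % inhibition; also added: SCFSkp2-Nedd8OG substrate at 10 nM final; technique: fluorescence polarization; times: reaction 90 min, room temperature; medium: Tris buffer pH 7.5, NaCl, DTT, Tween-20, trehalose, ovalbumin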
* = called active by the depositor; i = inactive; . = no result given.

SMILES	Rin1-Abl PPI inh	MsrA inh	FAS-TE inh	E coli Lon inh	MLLE-PAM2 inh	bovine MsrA act	MT1-MMP act inh	Rpn11 inh	CSN deneddyl inh
CCn1c(SCc2ccc(Cl)cc2Cl)nc2nc3c(cc2c1=O)CCCC3	-1	-0.8	15	3	-7	-3	0	i	1
Cc1ccc(-c2cc(C(=O)NCCCN3CCOCC3)c3ccccc3n2)cc1	-1	0.4	2	3	5	-6	-2	i	4
COC(=O)Cc1c(C)nc2nc(-c3cccnc3)[nH]n2c1=O	0	0.8	-6	-7	3	1	8	i	1
Cc1ccn2cc(-c3ccc(Br)cc3)nc2c1	0	-0.1	1	-3	7	-6	-4	i	-3
COc1ccc([C@H]2CC(=O)C=C(c3ccccc3OC)C2)cc1OC	3	0.7	10	-7	-6	-2	5	i	-2
O=c1c(Cl)c(O)c2cccc3c4ccccc4n1c23	0	1.1	-6	1	29	-6	5	i	24
CC(C)c1onc(C(=O)Nc2cccc(Cl)c2)c1[N+](=O)[O-]	2	0.0	15	10	2	-1	-2	i	0
Cc1ccc(S(=O)(=O)NN=C2CC3CC2C2CCCC32)cc1 (centres undefined)	3	1.9	-3	16	4	-11	-5	i	0
O=C(O)c1ccc(OCCn2ccnc2)cc1	-4	1.3	-3	-1	2	-1	3	i	-1
CCN(CC)CCN1C(=O)C(=O)/C(=C(/O)c2ccc(S(=O)(=O)N3CCOCC3)cc2)C1c1ccc(C)cc1 (centres undefined)	1	1.0	-2	-13	5	-3	3	i	-5

By substructure, the entries above containing a carbonyl joined to an NH by a bond outside any ring (2)
SMILES	Rin1-Abl PPI inh	MsrA inh	FAS-TE inh	E coli Lon inh	MLLE-PAM2 inh	bovine MsrA act	MT1-MMP act inh	Rpn11 inh	CSN deneddyl inh
Cc1ccc(-c2cc(C(=O)NCCCN3CCOCC3)c3ccccc3n2)cc1	-1	0.4	2	3	5	-6	-2	i	4
CC(C)c1onc(C(=O)Nc2cccc(Cl)c2)c1[N+](=O)[O-]	2	0.0	15	10	2	-1	-2	i	0

Further entries.
SMILES	Rin1-Abl PPI inh	MsrA inh	FAS-TE inh	E coli Lon inh	MLLE-PAM2 inh	bovine MsrA act	MT1-MMP act inh	Rpn11 inh	CSN deneddyl inh
O=C(CSc1n[nH]c(=O)n1Cc1ccco1)c1ccc2c(c1)OCCO2	0	0.1	-4	2	-22	-10	2	i	-3
COc1ccc(NC(=O)CN2C(=O)C(c3ccccc3)=NC23CCCCCC3)cc1OC	-2	0.1	2	-12	1	-1	-7	i	7
COC(=O)c1cc(NC(=O)CC(=O)c2cccc(N)c2)cc(C(=O)OC)c1	-7	0.0	-3	-20	2	-9	-1	i	0
CCNC(=O)CCSc1nc(C)cc(C)n1	3	-0.8	-2	-1	33	-3	-2	i	4
O=C(Nc1nnc(SCc2ccc(F)cc2)s1)C1Cc2ccccc2CN1C(=O)c1ccco1 (centres undefined)	5	-0.3	18	2	7	-1	9	i	6
Cc1nn(C)c(C(=O)N/N=C/c2cccnc2)c1Br	0	-0.8	-4	1	7	-1	-1	i	-1
Cc1cc2nc(-c3ccc(F)cc3)c(Cc3ccccc3)n2c(C)c1Br	2	-0.2	12	0	-3	-5	2	i	1
CCC(C)c1ccc(OCCn2cc(/C=N/NC(=O)CSc3nnc(C)s3)c3ccccc32)cc1 (centres undefined)	-2	3.5	-22	0	1	-2	-2	i	0
CCN1C(=O)/C(=C/c2nc3ccccc3c(=O)n2-c2ccc(C)cc2)c2ccccc21	-1	1.6	-2	7	19	-7	-25	i	-14
Nn1c(SCC(=O)N2CCCCCC2)nnc1-c1ccncc1	0	-0.2	-6	0	-1	-2	6	i	2
Cc1ccc(NC(=O)COC(=O)C2COc3ccccc3O2)cc1 (centres undefined)	-4	1.2	-9	6	6	-1	0	i	-5
CCCCC(=O)Nc1ccc(C(=O)NCCc2ccc(S(N)(=O)=O)cc2)cc1	3	-0.3	-11	-8	-18	-1	3	i	2
O=C(NCc1ccccc1)c1ccc2c(c1)OCCO2	-2	0.5	-6	4	2	1	-3	i	2
O=C(Nc1ccc(N2CCOCC2)cc1)C1CCN(S(=O)(=O)c2cccc(C(F)(F)F)c2)CC1	5	1.4	-4	5	-88	-8	.	i	-3
C[C@H](c1ccccc1)N1C[C@@H](COCc2ccccc2)Oc2cc(N3CC[C@@H](N(C)C)C3)ccc2S1(=O)=O	.	-2.4	12	-6	.	0	-4	.	0
CCCCNc1ncnc2sc3c(c12)CCN(CCC)C3	2	2.9	-4	-14	-12	-1	-6	i	2
Cc1cc(C)n(-c2ccc(C(=O)OCC(=O)NC(c3ccccc3)c3ccccc3)cc2)n1	-5	-1.3	-9	-15	1	-3	7	i	5
N#Cc1cn(CC(=O)O)c2ccccc12	-2	2.0	-12	-3	-22	-1	-3	i	0
CC1=CN2C(=NC(=O)CC2(C)C(=O)N(CC(=O)NC2CCCC2)c2cc(C)cc(C)c2)C=C1 (centres undefined)	1	-0.1	-6	7	-5	-4	-6	i	-6
CCCN(CC(=O)Nc1ccccc1OC)C(=O)c1cnc(Cl)c(Cl)c1	3	1.1	4	5	11	-2	-2	i	-5
COc1ccc(NC(=O)CCOc2ccccc2F)cc1S(=O)(=O)N1CCCCC1	-1	-0.9	3	7	-30	-3	4	i	1
O=C(NCc1ccco1)c1cc([N+](=O)[O-])ccc1Cl	-2	0.2	-4	3	15	-2	1	i	-2
CC(=O)Nc1cccc(/C(C)=N/NC(=S)NC(C)C)c1	-4	-0.7	-4	4	11	-10	1	i	-5
COc1ccccc1C(=O)NC(=S)Nc1ccccc1N1CCCC1	-4	1.9	22	-7	13	-2	2	i	4
CC(=O)C1CCC2C3CCC4=CC(=O)C=CC4(C)C3C(=O)CC12C (centres undefined)	5	0.5	-4	2	18	-8	1	i	-2
Cc1ccccc1C(=O)NCC(c1ccco1)N1CCc2ccccc2C1 (centres undefined)	0	-0.7	2	7	19	2	4	i	2
CCC1(c2ccccc2)NC(=O)N(CC(=O)Nc2ccc(N3CCOCC3)cc2)C1=O (centres undefined)	3	-0.9	-7	7	8	-3	2	i	-1
COc1ccc(N2CCN(C(=O)CN(C)S(=O)(=O)c3cccs3)CC2)cc1	-2	-0.4	-5	-10	-16	0	-3	i	6
CN(C)/C=C1\C(=O)N(c2ccc([N+](=O)[O-])cc2)N=C1c1ccccc1	5	2.5	6	0	2	-10	-1	i	1
COc1ccccc1/C=C1\SC(=O)N(CCC(=O)N(C)C2CCS(=O)(=O)C2)C1=O (centres undefined)	-5	1.7	-1	3	16	1	0	i	6
C=C(C)CNC(=S)N/N=C(\C)c1ccc(Cl)s1	-5	3.1	4	4	15	-4	-4	i	-7
COc1ccc2c(c1)c(C)cc[n+]2Cc1ccccc1	-6	-0.4	-6	-11	0	-2	-1	i	-1
O=C(CN(c1ccccn1)S(=O)(=O)c1ccccc1)N/N=C/c1cccc([N+](=O)[O-])c1	-1	0.9	12	-3	-76	-4	2	i	-3
O=C1c2ccccc2C(Nc2ccc3c(c2)OCCO3)N1Cc1ccco1 (centres undefined)	0	0.5	0	4	2	1	-3	i	-2
CC(C)C(=O)NC(=S)Nc1ccc(S(=O)(=O)NC(C)(C)C)cc1	-1	1.3	-3	-3	13	-4	2	i	-1
O=C(CCNS(=O)(=O)c1ccc(Cl)cc1)NCc1ccccn1	4	-1.3	-4	1	6	-5	9	i	4
Cc1cnc(C)c(N2CCN(Cc3nc(-c4ccc(C)o4)oc3C)CC2)n1	0	0.9	-4	6	4	-3	-2	i	-2
Cc1ccc(NS(=O)(=O)c2cc(C(=O)N3CCN(C)CC3)ccc2C)cc1C	2	-0.6	-3	4	12	-1	4	i	-7
CC(C)CN(C(=O)CSc1nc2ccccc2c(=O)n1C)C1CCS(=O)(=O)C1 (centres undefined)	1	-0.2	-5	-9	-2	-1	-7	i	-1
CSCC[C@H](NC(=O)Nc1ccc(S(N)(=O)=O)cc1)C(=O)O	-3	0.7	-3	-2	1	-1	-2	i	-1
CCCN1CCN(C(=O)CCCNC(=O)Cn2cnc3sc(C)c(C)c3c2=O)CC1	0	-0.5	-2	-8	6	-4	1	i	1
CCn1ncc(C(=O)Nc2ccc(S(=O)(=O)N3CCCC3)cc2)c1C	0	-0.6	-6	3	-12	-2	1	i	3
COc1cccc(NC(=O)C2CSC3(C)CCC(=O)N23)c1 (centres undefined)	3	0.4	-7	5	3	-3	-3	i	-2
CN(C(=O)c1ccncc1)c1ccccc1	3	-0.2	-9	1	-11	-2	0	i	-1
CCC(C)NC(=O)c1ccc(N2CCC3(CC2)OCCO3)c([N+](=O)[O-])c1 (centres undefined)	-2	-0.1	-6	-3	6	-5	-1	i	3
Cc1ccc(NC(=O)CCn2cccc2)cc1F	-2	-0.4	-6	0	-3	-4	6	i	2
Cc1ccc(N(CC(=O)NCCSc2nc3ccccc3s2)S(=O)(=O)c2ccccc2)c(C)c1	-1	2.9	31	-6	19	5	-15	i	-1
Cc1ccc(CNC(=O)Nc2ccc(OC(F)(F)F)cc2)n1C	6	1.2	0	-6	-11	0	-5	i	5
COc1cccc(-c2cccc(NC(=O)C3CCN(CCCn4cccn4)CC3)c2)c1	0	-0.3	-2	7	-10	1	-1	i	-1
C=CCn1c(SCC2CCCCO2)nc2sc(CC)cc2c1=O (centres undefined)	-2	0.6	20	0	5	-5	1	i	-2

Reprinted from the part before: 4 compounds, then new ones.
SMILES	Rin1-Abl PPI inh	MsrA inh	FAS-TE inh	E coli Lon inh	MLLE-PAM2 inh	bovine MsrA act	MT1-MMP act inh	Rpn11 inh	CSN deneddyl inh
Cc1ccc(N(CC(=O)NCCSc2nc3ccccc3s2)S(=O)(=O)c2ccccc2)c(C)c1	-1	2.9	31	-6	19	5	-15	i	-1
Cc1ccc(CNC(=O)Nc2ccc(OC(F)(F)F)cc2)n1C	6	1.2	0	-6	-11	0	-5	i	5
COc1cccc(-c2cccc(NC(=O)C3CCN(CCCn4cccn4)CC3)c2)c1	0	-0.3	-2	7	-10	1	-1	i	-1
C=CCn1c(SCC2CCCCO2)nc2sc(CC)cc2c1=O (centres undefined)	-2	0.6	20	0	5	-5	1	i	-2
Cc1cc(C)cc(NC(=O)c2ccc(CSc3nnc(C)s3)cc2)c1	6	0.2	9	-5	-3	-1	-2	i	-2
O=C1C(Nc2ccccc2)=CC(c2ccc(O)cc2)N1c1ccccc1 (centres undefined)	-2	0.5	7	-78	-1	-6	-2	i	2
Nc1nonc1-n1nnc(C(=O)N/N=C/c2ccc(Cl)cc2)c1-c1ccc2c(c1)OCO2	-1	1.9	0	-13	-5	-3	-1	i	1
O=c1ncn(-c2cccc(Cl)c2)c2ccccc12	-1	-0.9	-6	-3	-12	-3	0	i	-2
CC1(C(=O)CSc2nc3ccccc3s2)CCC(=O)O1 (centres undefined)	-2	0.6	-13	-3	19	0	0	i	-4
CCOC(=O)c1c(NC(=O)COC(=O)c2nccnc2N)sc(C(=O)N(C)C)c1C	1	1.1	-4	-7	-18	-4	1	i	0
COc1ccc(CCNC(=O)C2CCN(Cc3nc(-c4ccccc4F)oc3C)CC2)cc1OC	0	0.3	-5	-4	-3	-13	1	i	6
CCc1ccccc1OCC(=O)Nc1ccc(S(N)(=O)=O)cc1	-6	0.6	-4	-3	9	2	15	i	-3
Cn1c(=O)c(=O)n(C)c2cc(S(=O)(=O)NCCOc3ccccc3Cl)ccc21	7	1.2	-4	-2	-8	-5	1	i	-8
Cc1nc2scc(-c3ccc(C(C)C)cc3)c2c(=O)n1N	7	0.4	8	4	-11	-2	3	i	-2
COc1ccc(-n2cnc3ccccc32)cc1	2	-1.1	-2	6	-7	-5	-9	i	3
Cc1noc(C)c1CSc1nnc2sc3ccccc3n12	0	0.6	-1	-4	-7	3	1	i	0

Assay outcomes (PubChem)

Hits appear at their usual frequency; about 3.7% have a hit in one of these screens.
